# Hsp70 inhibitors: Hsp70 inhibitors, probe displacement, primary screen, biochemical, fluorescence polarization (AID 583); Heat shock 70 kDa protein 1A (Homo sapiens); Hsp70 fluorescence polarization probe displacement, mP; higher % means a stronger effect; displacement, % at 20 µM, or IC50 in µM where a hit was titrated; 140,000 compounds, 0.06% hits; in the data active = displacement above about 50%;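 also: plate controls were vehicle for no effect and reference ligand for full effect; a part of the inactive calls stands beside numbers as strong as those of hits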
# MKP-3 inhibition: MKP-3 phosphatase inhibitors, primary screen, biochemical, rat enzyme, in vitro (AID 425). Dual specificity protein phosphatase 6 (Rattus norvegicus). one-dose inhibition, % at 20 µM; IC50 in µM for titrated hits. 110,000 compounds, 0.17% hits. recombinant MKP-3 phosphatase activity, fluorescence; higher % means a stronger effect; in the data active = inhibition above about 50%;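 also: plate controls were vehicle for no effect and reference inhibitor for full effect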
# Active calls of the source: *; · = no result given; & = joins results of further samples.
no.	smiles	Hsp70 inhibitors	MKP-3 inhibition
1	C=CCN1C(=O)/C(=C\c2cc(Cl)c(O)c(Cl)c2)SC1=S	-109%	-9%
2	O=C1C(=O)N(Cc2ccccc2)C(c2ccccc2F)/C1=C(/O)c1ccccc1 (stereo not drawn)	-5.7%	-2%
3	CC(=O)c1cc(C#N)c(SCc2ccccc2)nc1C	-2.0%	·
4	CCOc1ccc(C(=O)NCc2ccco2)cc1	-5.3%&6.8%	1%&0%
5	CCOC(=O)C1=C(N)n2c(s/c(=C\c3ccco3)c2=O)=C(C(=O)OC(C)C)C1c1ccco1 (stereo not drawn)	-2.0%	4%
6	CCN1CCN(CC(=O)NC2CCCCC2)C(=O)C1=O	7.2%	-2%
7	COC(=O)c1c(-c2ccc(C(C)C)cc2)csc1N	1.5%	2%
8	O=C(Nc1cccc(Cl)c1)/C(=C\c1cccs1)NC(=O)c1cccs1	-2.7%	2%
9	COc1ccc(/C=C/C(=O)Nc2ncc(Cc3ccccc3Cl)s2)cc1	-6.7%	6%
10	COc1ccc(S(=O)(=O)Nc2ccc(Oc3ccccc3)cc2)cc1	-1.5%	2%
11	Cc1cc2nc3s/c(=C/c4ccc(-c5ccc(Cl)cc5)o4)c(=O)n3c2cc1C	1.9%	1%
12	O=C(CSc1ncnc2nc[nH]c12)N1CCOCC1	-2.6%	-3%
13	CCCCOC(=O)C1=C(C)Nc2ncnn2C1c1ccc(OC)c(OC)c1 (stereo not drawn)	-3.1%	-2%
14	Clc1ccc(SCCCCn2cncn2)cc1	-5.0%	-9%
15	Cc1ccc(C2C3=C(CC(C)(C)CC3=O)OC3=C2C(=O)CC(C)(C)C3)cc1[N+](=O)[O-]	-3.0%	0%
16	CN1CCN(Cc2cc(CSc3ccccc3)c3cccnc3c2O)CC1	-2.7%	5%
17	COc1ccc(C2CC(=O)CC(c3ccc(OC)cc3)S2)cc1 (stereo not drawn)	-2.0%	-4%
18	CCOC(=O)C1=CN(c2ccc(OCC)cc2)C=C(C(=O)OCC)C1c1ccc(F)cc1	0.6%	0%
19	CCCCCc1nc2sc3c(c2c(=O)n1N)CC(C)CC3 (stereo not drawn)	1.2%	1%
20	O=C1/C(=C\c2ccccc2OS(=O)(=O)c2ccccc2)SC(=S)N1c1ccccc1	-0.2%	-7%
21	O=C(CSc1nc2ccccc2[nH]1)Nc1ccc(Cl)cc1	2.4%	-1%
22	COc1ccccc1C1NC(=O)c2sc(=S)n(-c3ccccc3)c2N1 (stereo not drawn)	2.7%	0%
23	CC(=O)C1=C(O)C(=O)N(c2ccc(Br)cn2)C1c1ccccc1F (stereo not drawn)	-0.5%	-5%
24	O=C1C=C(NCc2ccc(Cl)c(Cl)c2)CC1	·	-8%
25	COc1nnc(-c2ccc(Cl)cc2)c2ccccc12	-9.3%	0%
26	O=C(CCCNS(=O)(=O)c1ccc(Br)cc1)N1CC[C@@]2(O)CCCC[C@H]2C1	-0.3%	2%
27	Cc1cc2c3c(c1C)C1(C(=O)N3C(C)(C)CC2C)C(C#N)=C(N)Oc2cc(O)ccc21 (stereo not drawn)	0.7%	·
28	CCOc1cccc(NC(=O)Cc2cccs2)c1	-1.5%	-8%
29	Cc1cc(C)n(-c2nc3c(c(=O)[nH]c(=O)n3C)n2Cc2ccc(F)cc2)n1	-2.1%	0%
30	COc1ccc2nc(/N=C(\N)NC(=O)C(C)(C)C)nc(C)c2c1	-2.6%	-2%
31	COc1ccc(C2(O)CC3CCC(C2)N3c2cc(C)nc(-c3ccccc3)n2)cc1 (stereo not drawn)	-4.8%	8%
32	COc1ccc(/C=N/NC(=O)c2cccc(Cl)c2)c2ccccc12	3.3%	-1%
33	O=C(c1cc2n(n1)C(C(F)(F)F)CC(c1ccccc1)N2)N1CCOCC1 (stereo not drawn)	0.3%	-2%
34	COC(=O)c1ccc(N2C(=O)CC(N3CCC(O)(c4ccc(Br)cc4)CC3)C2=O)cc1 (stereo not drawn)	0.7%	·
35	Cc1cc(C)c(COCc2cc(/C=N/O)c(C)cc2C)cc1/C=N/O	4.1%	·
36	CC1CCN(Cn2[nH]c(=O)ccc2=O)CC1	-3.9%	-3%
37	Cc1ccc(S(=O)(=O)NC(=O)COc2ccccc2C)cc1	1.9%	·
38	CC[N+](C)(C)CCN(Cc1ccc(Cl)cc1)c1ccccn1	4.2%	·
39	COc1ccc(CN(C(=O)c2cccc(F)c2)C2CC(=O)N(c3ccccc3)C2=O)cc1 (stereo not drawn)	1.8%	0%
40	CC1CN(c2nc(-c3ccc(Cl)cc3)nc3ccccc23)CC(C)O1 (stereo not drawn)	3.6%	3%

# An excerpt from above in order of their number in Hsp70 inhibitors, falling.
entry	smiles	Hsp70 inhibitors
38	CC[N+](C)(C)CCN(Cc1ccc(Cl)cc1)c1ccccn1	4.2%
26	O=C(CCCNS(=O)(=O)c1ccc(Br)cc1)N1CC[C@@]2(O)CCCC[C@H]2C1	-0.3%
29	Cc1cc(C)n(-c2nc3c(c(=O)[nH]c(=O)n3C)n2Cc2ccc(F)cc2)n1	-2.1%
36	CC1CCN(Cn2[nH]c(=O)ccc2=O)CC1	-3.9%

# An excerpt from above in order of SMILES length, low to high.
no.	smiles	Hsp70 inhibitors	MKP-3 inhibition
4	CCOc1ccc(C(=O)NCc2ccco2)cc1	-5.3%&6.8%	1%&0%
38	CC[N+](C)(C)CCN(Cc1ccc(Cl)cc1)c1ccccn1	4.2%	·
22	COc1ccccc1C1NC(=O)c2sc(=S)n(-c3ccccc3)c2N1 (stereo not drawn)	2.7%	0%
35	Cc1cc(C)c(COCc2cc(/C=N/O)c(C)cc2C)cc1/C=N/O	4.1%	·
11	Cc1cc2nc3s/c(=C/c4ccc(-c5ccc(Cl)cc5)o4)c(=O)n3c2cc1C	1.9%	1%
18	CCOC(=O)C1=CN(c2ccc(OCC)cc2)C=C(C(=O)OCC)C1c1ccc(F)cc1	0.6%	0%

# (cont.)
no.	smiles	Hsp70 inhibitors	MKP-3 inhibition
41	COCCn1c(-c2ccc(OC(F)(F)C(F)C(F)(F)F)cc2)nc2c1c(=O)[nH]c(=O)n2CC(C)C (stereo not drawn)	2.3%	·
42	CCN(Cc1ccccc1)C(=O)/C=C/c1ccccc1Cl	-4.3%	0%
43	COc1ccccc1CN1C(=O)C2CC=CCC2C1=O (stereo not drawn)	7.7%	-1%
44	Cc1ccc(S(=O)(=O)NCCC(=O)Nc2nnc(C3CC3)s2)cc1C	1.2%	-4%
45	COc1ccc(NC(=O)c2ccc(S(=O)(=O)N(C)C)cc2)cc1OC	-2.3%	-9%
46	Cc1ccc(C(=O)Nc2ccccc2OC(F)F)cc1	-3.8%	·
47	COc1ccc(Cn2c(CCC(=O)Nc3ccc(CC#N)cc3)nc3cccnc32)cc1	0.1%	10%
48	CCN(CC)CC#CCOC(=O)C(O)(c1ccccc1)C1CCCCC1 (stereo not drawn)	-1.0%	2%
49	C=CCN1C(=O)C(CC(=O)Nc2ccc(C)cc2)SC1=Nc1c(C)n(C)n(-c2ccccc2)c1=O (stereo not drawn)	0.2%	·
50	CN(C)S(=O)(=O)c1ccc(C(=O)Nc2cccc(C(=O)O)c2)cc1	-9.5%	-2%
51	CC(=O)Nc1ccc(NC(=S)NC(=O)/C=C/c2ccccc2)cc1	-3.6%	3%
52	O=C(Nc1ccc(Br)cc1Cl)Nn1cnnc1	3.7%	-18%
53	Cc1cc(C(=O)OCn2nnc3ccccc3c2=O)c(C)n1-c1ccccc1	-1.1%	5%
54	Cc1ccc(-c2n[nH]c(=S)n2C)cc1	-2.0%	-13%
55	CC(=O)N(C)c1ccc(NC(=O)c2ccc(C(=O)Nc3ccc(N(C)C(C)=O)cc3)cc2)cc1	-3.5%	3%
56	CCOc1ccc(C(=O)Nc2cc3nn(-c4ccc(C)cc4)nc3cc2C)cc1	-3.7%	4%
57	O=C(OCC(=O)N1N=C(c2ccc(Cl)cc2)CC1c1ccco1)c1ccccc1O (stereo not drawn)	-19%	·
58	Cc1cc(C)nc(/N=C(/N)Nc2ccc3ccccc3c2)n1	-1.2%	2%
59	CCOC(=O)c1sc(=NC(=O)c2ccc(S(=O)(=O)N3CCOCC3)cc2)n(C)c1C	6.5%	2%
60	Cc1ccc2c(C)nc(Nc3nc(C)c(C)c(=O)[nH]3)nc2c1	0.7%	2%
61	COc1cc(N)c(Cl)cc1NC(=O)c1ccc(Cl)cc1	2.4%	-6%
62	CCOC(=O)C1CCCN(CC(=O)Nc2c(C(=O)OC)[nH]c3ccc(Cl)cc23)C1 (stereo not drawn)	4.4%	1%
63	COc1ccc(C(=O)CSc2nnc(C3CC3)n2N)cc1	-1.4%	·
64	Cc1cc(OC(=O)CNC(=O)OC(C)(C)C)c2c(C)cc(=O)oc2c1	-1.1%	-1%
65	Cc1cc(=O)oc2c1c(C)nn2-c1cccc(C(F)(F)F)c1	-6.6%	0%
66	OC(COCc1ccccc1)CN1CCN(c2ccc(F)cc2)CC1 (stereo not drawn)	0.8%	0%
67	COc1ccccc1N1CCN(C(=O)CSc2nnc(NC(=O)C3CCC3)s2)CC1	-1.1%	-3%
68	CC(C)CCNC(=O)CN(CCN1CCOCC1)C(=O)Cn1nnc(-c2ccc(F)cc2)n1	2.8%	-6%
69	COc1cc(/C=C2/SC(=S)N(c3ccccc3)C2=O)ccc1OC(=O)c1cccs1	1.5%	-2%
70	O=C(Nc1ccccc1C(=O)O)c1cccc(NC(=O)C(c2ccccc2)c2ccccc2)c1	1.9%	-2%
71	NC(=O)CSc1nnc(Cn2c(=O)sc3ccccc32)n1-c1ccccc1	-0.2%	1%
72	CCCN(CCC)S(=O)(=O)c1ccc(C(=O)N2CCOCC2)cc1	-2.7%	·
73	Nc1nc(C2CCCN2S(=O)(=O)c2ccc(Cl)cc2)cs1 (stereo not drawn)	3.7%	-4%
74	Cn1cnnc1SCC(=O)Nc1ccccc1Sc1ccccc1	0.1%	-1%
75	COC(=O)/C(=C/C(C#N)=C/N(C)C)C(C)=O	-0.5%	-3%
76	CS(=O)(=O)N(CC(=O)NCc1ccccc1)c1ccc(Oc2ccccc2)cc1	-2.3%	0%
77	Cc1cccn2c(=O)c3cc(C#N)c(=N)n(Cc4ccncc4)c3nc12	3.7%	0%
78	C=CCN1C(=O)/C(=C\c2c(Cl)cccc2Cl)SC1=S	-4.3%	0%
79	O=C(Nc1ccccc1[N+](=O)[O-])c1ccc(N2C(=O)CCC2=O)cc1	2.3%	0%
80	Cn1c(-c2ccc(F)cc2)cnc1NCc1ccc(F)cc1	2.3%	·
81	COc1cc(Br)c(/C=N/Nc2ccc(Br)cc2)cc1OC	-0.2%	0%
82	COc1ccccc1Cc1noc(C(C)(C)NC(=O)c2ccccc2)n1	5.0%	-5%
83	O=C(O)C1CCCCC1C(=O)Nc1nc(-c2ccc([N+](=O)[O-])cc2)cs1 (stereo not drawn)	5.2%	0%
84	Cc1cc(NS(=O)(=O)c2ccc(NC(=O)CCCOc3ccc(Cl)cc3)cc2)no1	-2.8%	-20%
85	COc1ccc(NS(=O)(=O)c2ccc(F)cc2)c([N+](=O)[O-])c1	4.6%	-5%
86	O=C(CSCC(=O)Nc1ccc([N+](=O)[O-])cc1)Nc1ccccc1	2.7%	0%
87	CC(C)CCNC(=O)NC(=O)COc1c(F)c(F)cc(F)c1F	6.7%	·
88	COC(=O)c1nnn(-c2cc3nccnc3cc2F)c1C(=O)OC	1.0%	-7%
89	CC(=NCC1CCNCC1)C1=C(O)CC(C)(C)CC1=O	5.1%	0%
90	Cc1ccccc1NC(=O)CSc1nc2ccccc2o1	-1.3%	·
91	O=C(Nc1ccc(Cl)cc1)N(Cc1cccnc1)Cc1ccco1	1.2%	0%
92	Cc1ccc(C(=O)Nc2nc(C(C)(C)C)cs2)s1	5.3%	·
93	Cc1ncc(C[n+]2csc(CCOC(=O)CC34CC5CC(CC(C)(C5)C3)C4)c2C)c(N)n1	4.3%	1%
94	CN(C)c1ccc(NS(=O)(=O)c2ccccc2[N+](=O)[O-])cc1	-3.1%	4%
95	Cc1ccc(CNc2oc(C)nc2C#N)cc1	8.0%	·
96	CCOC(=O)c1ccc(-n2c(N)c(C(=O)NCC3CCCO3)sc2=S)cc1 (stereo not drawn)	-0.1%	·
97	O=C(/C=C\c1ccccc1)Nc1ccc2nn(-c3ccc(F)cc3)nc2c1	-4.8%	12%
98	COc1cccc(C2=NO[C@@H]3C(=O)N(Cc4ccccc4)C(=O)[C@H]23)c1OC	0.0%	0%
99	CCOC(=O)c1sc2ncn(/N=C/c3cccnc3)c(=O)c2c1C	3.4%	·
100	c1ccc(-c2ccc(OCCCn3cncn3)cc2)cc1	1.0%	-3%

# The results go on.
no.	smiles	Hsp70 inhibitors	MKP-3 inhibition
101	Cc1cc(N2CCN(c3ccccc3)CC2)nc(NCc2ccccc2)n1	2.8%	-10%
102	C=CCn1c(SCC(=O)NCCCO)nc2sc3c(c2c1=O)CCC3	0.5%	1%
103	CCn1c2c(c3cc(Cl)ccc31)CCCC2=O	-4.3%	4%
104	CSCCC1NC(=S)N(c2ccccc2)C1=O (stereo not drawn)	1.8%	1%
105	O=C1C(=O)N(CN2CCOCC2)c2ccc(Br)cc21	1.5%	2%
106	O=C(Nc1ccc(O)c(-c2nc3ccccc3s2)c1)c1cc([N+](=O)[O-])ccc1Cl	-2.9%	9%
107	Nc1c(Cl)cc(-c2nc3ccccc3o2)cc1Cl	5.8%	-3%
108	CCOC(=O)NC(Nc1cc(F)ccc1C)(C(F)(F)F)C(F)(F)F	3.2%	-3%
109	COc1ccc(OC)c(NC(=O)c2cnccn2)c1	-0.1%	0%
110	OC(C#CCN1CCCCC1)c1ccccc1 (stereo not drawn)	3.8%	-4%
111	O=C(CCSc1nc(-c2ccco2)cc(C(F)(F)F)n1)Nc1ccc2c(c1)OCO2	0.8%	-4%
112	Brc1ccc(-c2cn3c(n2)CCc2ccc4cccnc4c2-3)cc1	4.8%	·
113	CC(C(=O)N1CCOCC1)N1c2cccc3cccc(c23)S1(=O)=O (stereo not drawn)	7.7%	4%

# Compound activity deposited in PubChem BioAssay by Sanford-Burnham Center for Chemical Genomics.

# These rows are one share of the data; the hit share may differ from the screen's.
